Assay outcomes from PubChem BioAssay.
Peg3 promoter = reduces Peg3 promoter-driven luciferase expression in HeLa; AID 588405; actives 1.7% (n = 360,000); inhibition, % at 20 µM; HeLa PEG-Prom luciferase reporter, luminescence, overnight;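 active means inhibition of at least 50% at 20 µM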
H9c2 protect = protects H9c2 cardiomyocytes from peroxide injury. H2O2 injury protection, ATPLite, 2 h. protection from H2O2 cell death, % at 20 µM. actives 0.63% (n = 360,000). AID 588492;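 active means compounds giving at least 50% protection of heart cells from peroxide-induced death in the single-dose screen, raw or plate-pattern-corrected value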;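 further: 0% = DMSO wells with peroxide and 100% = DMSO wells without peroxide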
CaV13 FRET inh = Disruptors of the CACNA1D IQ motif to Ca2+-dependent inactivation inhibitor domain association, primary screening, Förster resonance energy transfer in intact living …; HEK cells, CFP/YFP FRET ICDI-IQ, plate reader, 10 min; percent FRET-ratio fall versus neutral wells; inhibition, % at 12.3 µM; actives 0.098% (n = 340,000); AID 743397;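 active means mean replicate inhibition of at least 30% and at least 1% of replicates passing that level; inconclusive means only one of the two criteria is met; inactive means neither criterion is met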;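 further: 0% = median of the neutral control wells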
NR2E3 ag-1 = agonists of human nuclear receptor NR2E3; inhibition of corepressor binding, % at 4.78 µM; Q9Y5X4; GST-NR2E3/biotin-RetCOR TR-FRET, 1536-well; actives 0.12% (n = 320,000); AID 2300;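 active means percent inhibition above the cutoff of mean plus 3 SD of all tested compounds, set per screening campaign, cut at about 20% in these data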;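 further: 0% = DMSO wells and 100% = biotin wells as full block of FRET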
Target sequence (Q9Y5X4 whole entry, looked up): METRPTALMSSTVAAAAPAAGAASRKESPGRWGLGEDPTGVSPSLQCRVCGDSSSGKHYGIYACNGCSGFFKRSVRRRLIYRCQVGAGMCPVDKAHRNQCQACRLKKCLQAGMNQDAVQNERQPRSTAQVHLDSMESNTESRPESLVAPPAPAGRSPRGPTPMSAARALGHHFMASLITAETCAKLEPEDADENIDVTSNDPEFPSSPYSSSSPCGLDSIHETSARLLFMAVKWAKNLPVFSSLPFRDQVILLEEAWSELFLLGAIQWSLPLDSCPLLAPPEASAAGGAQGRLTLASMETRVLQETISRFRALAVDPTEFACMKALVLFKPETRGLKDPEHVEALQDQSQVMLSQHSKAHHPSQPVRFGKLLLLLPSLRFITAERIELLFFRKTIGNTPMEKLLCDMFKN
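System: GST-tagged NR2E3 plus biotinylated RetCOR corepressor; Buffer or medium: pH 7.5 Tris-based buffer; Probe or stimulus: RetCOR corepressor, biotinylated, 7 nM; Doses: compound at 4.8 µM, single dose; Schedule: 5 h incubation at 4 °C; Technique: time-resolved FRET; Evaluation: percent inhibition of TR-FRET ratio; Replication: one well per compound, singlicate testing.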
NR2E3 ag-2 = activates human NR2E3 receptor; Q9Y5X4; CHO-S Gal4-NCOR/VP16-NR2E3 two-hybrid, luciferase; inhibition of corepressor binding, % at 3.98 µM; actives 0.35% (n = 360,000); AID 602229;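 active means inhibition above the mean of all tested compounds plus 3 SD, cut at about 70% in these data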;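 further: 0% = DMSO with NR2E3 transfected cells and 100% = cells lacking NR2E3 construct; higher means lower luciferase signal from less NR2E3 corepressor binding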
PDI inh = blocks human protein disulfide isomerase activity | PDI insulin aggregation turbidity, A650, 90 min | inhibition, % at 10 µM | actives 0.052% (n = 350,000) | AID 588391;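 active means mean inhibition across replicates of 30% or more, whatever share of single replicates reach that level; inconclusive means mean inhibition below 30% while every single replicate reaches 30%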;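 further: absorbance from insulin aggregation driven by PDI reduction with DTT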
HIF-2a inh = inhibitors of HIF-2a | 786-0 RCC cells HIF-2a reporter, luciferase luminescence, overnight | inhibition, % at 18.8 µM | actives 0.72% (n = 360,000);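 active means inhibition of the luminescence signal of 40% or more relative to plate controls, in a single-dose primary screen at 18.75 µM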
iPSC survival up = hiPSC single-cell survival enhancement; ATPlite luminescence; 100% = ROCK inhibitor wells, 0% = DMSO; survival enhancement, % at 20 µM; actives 0.044% (n = 360,000); AID 602274; in the data active means survival enhancement above about 18%;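 further: cells exposed to compounds for 16 hours before the ATP read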
m5-HT2A agonist = agonists of mouse serotonin 5-HT2A receptor (HTR2A) | P35363 | CHO-K1 mHTR2A beta-arrestin complementation, luminescence; percent of 30 µM serotonin response | activation, % at 7.6 µM | AID 624169 | actives 0.66% (n = 360,000);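 active means activation above a run cutoff, the mean activation of all tested compounds plus 3 SD, cut at about 14% in these data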;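 further: 0% = plate median of compound wells and 100% = 30 µM serotonin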
Target sequence (P35363 whole entry, looked up): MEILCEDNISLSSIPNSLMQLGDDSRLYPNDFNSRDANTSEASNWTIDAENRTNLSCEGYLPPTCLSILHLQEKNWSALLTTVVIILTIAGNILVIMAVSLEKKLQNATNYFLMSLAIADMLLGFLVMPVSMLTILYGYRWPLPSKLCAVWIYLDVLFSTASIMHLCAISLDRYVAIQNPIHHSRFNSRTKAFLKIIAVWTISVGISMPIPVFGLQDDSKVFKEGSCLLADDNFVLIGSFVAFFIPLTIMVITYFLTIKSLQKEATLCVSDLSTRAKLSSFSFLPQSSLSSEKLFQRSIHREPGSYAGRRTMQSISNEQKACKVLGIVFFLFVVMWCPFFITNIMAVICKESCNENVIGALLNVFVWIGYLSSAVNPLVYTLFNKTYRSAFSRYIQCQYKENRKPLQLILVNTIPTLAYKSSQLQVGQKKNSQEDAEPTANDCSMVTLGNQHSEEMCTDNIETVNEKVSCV
Shn3 inh set2 = inhibitors of Schnurri-3 3'UTR reporter in osteoblasts; Clone20 osteoblast Shn3 3'UTR firefly luciferase, 24 h; inhibition, % at 12.5 µM; actives 0.52% (n = 360,000);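 active means mean inhibition of at least 75% with every replicate also reaching 75%; inconclusive means mean inhibition at least 75% but some replicate below; inactive means mean inhibition below 75%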;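 further: 0% = median of neutral control wells and 100% = pilot-screen positive control compound; some compounds past the cut are filed as inactive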
MITF TRPM1 inh = inhibitors of MITF-driven TRPM1 promoter in melanoma cells. SK-MEL-5 TRPM1 promoter luciferase, 24 h. inhibition, % at 12.5 µM. actives 0.83% (n = 330,000). AID 488899;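 active means mean inhibition across replicates of 60% or more, whatever share of single replicates reaches that level; inconclusive means some that reach 60%, reason not given; inactive means mean inhibition across replicates below 60%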; further: values of inactives mirror those of a sister screen read the other way
* hit, by the source's call; ? = inconclusive; / = no result given; & = joins results of further samples.

SMILES	Peg3 promoter	H9c2 protect	CaV13 FRET inh	NR2E3 ag-1	NR2E3 ag-2	PDI inh	HIF-2a inh	iPSC survival up	m5-HT2A agonist	Shn3 inh set2	MITF TRPM1 inh
Cc1ccc(NC2CCCN(C(=O)CCn3nccc3C)C2)cc1C (stereo unspecified)	-26	-5	/	-2	-4	8	-27	-0.2	5	4	11
COc1cc(/C=C(\C#N)C(=O)NC2CCCCC2C)ccc1OS(=O)(=O)c1ccc(C)cc1 (stereo unspecified)	12	-6	-4	2	-8	-12	32	-1.4	-3	-28	9
COCCCNC(=O)C[C@H]1C[C@H](C(=O)N(C(C)C)C(C)C)[C@@]2(C)c3[nH]c4cc(CCC(=O)N(C)C)ccc4c3CCN2C1=O	7	8	-3	/	-14	-10	-11	-0.8	-3	-11	-1
C=C(C)C(=O)N1CC2(CC(c3cccc(NC(=O)/C=C\C=C/C)c3)=NO2)C[C@H]1C(N)=O (stereo partly specified)	6	3	-3	-3	-12	4	16	-0.1	13	-2	3
CSc1ccccc1C(=O)N1CCCC(CCC(=O)NCc2ccc(F)c(F)c2)C1 (stereo unspecified)	11	1	-5	1	-13	-2	2	-0.4	0	10	2
COc1ccc(/C=C2\C(=O)ON=C2c2ccccc2)cc1	19	9	-13	-4	-15	1	27	0.7	8	52	21
Cc1nc(C)c(NC(=O)N2CCc3ccccc32)cc1NC(=O)N1CCc2ccccc21	-41	-3	-2	-1	-28	-6	-82	1.7	-2	-31	5
CC(C)[C@H](NC(=O)N1CC(=O)Nc2ccccc21)C(=O)N[C@H](Cc1c[nH]c2ccccc12)C(=O)O	5	-1	/	3	-9	/	20	0.8	3	8	6
CC1=C(C)CC(C(=O)NCc2cccc(Cl)c2)C(C(=O)O)C1 (stereo unspecified)	6	6	-5	7	-22	4	10	0.7	-3	-6	-6
O=C(COc1ccccc1[N+](=O)[O-])N1CCN(c2ccccn2)CC1	-2	0	-16	2	-42	-3	1	-0.1	2	3	-9
CN1CCN(c2nc(-c3ccccc3)nc3c2oc2ccccc23)CC1	66*	6	/	1	-21	1	9	-0.5	-9	-12	-22
CCOc1ccc(C(=O)CC(=O)C(=O)NCCc2ccc(OC)c(OC)c2)cc1	-11	8	-5	-2	-17	2	10	-1.1	7	-4	4
CNc1oc(Cc2cccc3ccccc23)nc1C#N	-1	-7	-8	3	-12	11	14	-1.7	4	16	-9
CCNC(=O)/C(C#N)=C/c1c(N2CCOCC2)nc2ccccn2c1=O	2	0	-5	-1	5	-7	24	1.5	4	-10	12
Cc1ccc(N2C(=O)c3ccccc3C2(O)c2ccccc2)cc1 (stereo unspecified)	12	-2	-6	/	-4	10	-4	3.1	-1	-3	1
CCOc1ncccc1C(=O)Nc1cc(S(=O)(=O)N2CCCCC2)ccc1Cl	16	-10	-2	3	19	-10	8	-0.3	5	16	/
CCOC(=O)N1CCN(C(=O)c2ccc(N(C)S(=O)(=O)c3ccc(C)cc3)cc2)CC1	15	-8	-4	-3	37	9	10	-0.2	4	22	6
O=C(Nc1nc(-c2ccc(S(=O)(=O)N3CCOCC3)cc2)cs1)c1ccccc1	27&6	-1&-2	-5&-3	0	17&-14	-1&6	-11&-11	-2.9&-0.5	5&4	32&60	20&33
O=C(Cc1ccc(Cl)cc1)N1CCN(C(=O)c2ccco2)CC1	-4	8	-5	1	-2	-8	-5	3.3	-3	-16	-1
COc1ccc(C(=O)Nc2c(F)c(F)c(F)c(F)c2F)cc1OC	/	/	-4	/	17	/	4	-0.5	-1	/	/
O=C(COC(=O)/C=C/c1ccccc1)Nc1cccnc1Cl	-9	-3	-2	-3	14	-5	-13	-0.2	-1	-16	-2
COC(=O)C1C(O)=C(C(C)=N)C(=O)CC1(C)C (stereo unspecified)	9	4	/	0	-21	4	10	4.6	5	5	0
CSCCC(NC(=O)OCc1ccccc1)C(=O)O (stereo unspecified)	0	4	/	2	-6	-3	8	-1.8	-1	4	-1
Cc1ccc(NC(=O)C2Oc3ccccc3OC2C)cc1 (stereo unspecified)	-18	-6	-6	-2	-46	-5	-62	0.9	-5	-7	5
CC(C)c1ccc(N(C(=O)c2ccc3c(c2)OCO3)C2C=CS(=O)(=O)C2)cc1 (stereo unspecified)	-6	4	-5	4	-22	-3	-2	-0.2	1	-4	14
(continued)
SMILES	Peg3 promoter	H9c2 protect	CaV13 FRET inh	NR2E3 ag-1	NR2E3 ag-2	PDI inh	HIF-2a inh	iPSC survival up	m5-HT2A agonist	Shn3 inh set2	MITF TRPM1 inh
CCCCN(C)Cc1c(C)[nH]c2c(Cl)cccc2c1=O	1	-6	-9	1	-19	3	7	-0.4	0	-18	7
COC(OC)c1nc(SCC(=O)Nc2cccc(Cl)c2)ncc1C(=O)O	-2	1	-14	-1	-12	1	16	-0.6	3	-18	-2
O=C1COc2ccc(S(=O)(=O)N3CCCCCC3)cc2N1	7	3	-2	-2	-15	-10	13	-0.3	0	16	4
CCN(CC)c1ccc(C(=O)NNC(=O)c2cccn2C)cc1	-183	-5	-6	-2	-90	2	-174	-0.5	-2	-112	-81
O=C(OCCOc1cccc(Cl)c1)c1cc(S(=O)(=O)N2CCCCC2)ccc1N1CCOCC1	33	-14	-7	-3	26	1	20	0.5	-1	68	19
O=C(NC1CCCC1)c1cc(=O)[nH]c2ccccc12	-17	-4	-19	4	-9	-7	-27	-0.1	5	6	-6
Cc1nc(N2CCOCC2)nc(OCCN2CCOCC2)c1[N+](=O)[O-]	1	2	-17	0	-1	-11	13	7.2	2	-1	-1
Cc1ccc(CC(=O)Nc2ccc(F)c([N+](=O)[O-])c2)cc1C	12	-5	-3	-1	-15	0	14	3.3	-1	8	2
COC(=O)[C@@]1(C(C)C)N=C(c2cc(OC)c(OC)c(OC)c2)[C@]2(O1)C(=O)Nc1ccccc12	/	/	-7	/	-8	/	16	0.9	-3	/	/
Cc1ccc(SCC(=O)Nc2ccc(-c3nnc(-c4ccco4)o3)cc2)cc1	-32	-8	-6	0	-83	-3	-128	-2.1	-1	-6	-11
Cc1ccc(C(=O)OCC(=O)Nc2c(C)nn(-c3ccccc3)c2C)c(O)c1	-1	14	51*	/	-5	1	22	8.1	-9	3	/
Cc1nc2ccc(NC(=O)c3ccc(=O)[nH]c3)cc2s1	12	4	-4	1	-25	0	10	2.0	-2	10	-11
O=c1[nH]c2ccccc2nc1/C=C(\O)c1cccs1	-263	-6	-6	0	-140	11	-236	-3.3	7	-88	-28
C/C(CC(=O)Nc1cccc(F)c1)=N\NC(=O)c1ccncc1	7	-1	-16	3	13	-9	15	-0.5	3	6	-3
CC(C)(C)C(=O)COc1ccccc1[N+](=O)[O-]	5	1	-4	-3	-5	-3	9	-1.0	4	2	9
COc1cccc(CC(=O)NCCCSc2ccccc2)c1	-1	1	-5	-2	10	2	-8	-0.3	0	-12	1
Cc1csc(NC(=O)CSc2nsc(SCC(=O)Nc3nc(C)cs3)c2C#N)n1	-179	25	-8	0	-64	-1	-179	-1.9	-1	25	-1
COc1ccccc1OCCn1c(SCC(=O)O)nc2ccccc21	3	-1	-20	3	12	1	9	-0.2	12	7	10
CC(=O)c1ccc(NC(=O)C(C)Sc2n[nH]c(-c3cccnc3)n2)cc1 (stereo unspecified)	-5	2	-3	0	-22	-6	9	-0.1	1	-10	/
Cc1ccc(C2C(C(=O)c3ccco3)=C(O)C(=O)N2c2nnc(C)s2)cc1 (stereo unspecified)	-12	6	-4	7	-21	-3	-39	2.2	-1	-10	-22
Cc1ccc(CCN2C(Nc3ccccc3)=NC[C@@H]2C)cc1	2	15	-14	-2	-21	-3	4	0.2	-4	11	-11
CC1(C)C(Cl)C(=O)C(C(=O)c2ccccc2)C(=O)C1Cl (stereo unspecified)	11	10	-5	6	-13	0	9	1.7	2	5	-4
Cc1cccc([N+](=O)[O-])c1NC(=O)COC(=O)C1CC2CCCC(C1)C2=O (stereo unspecified)	6	0	-6	0	-19	-3	1	-0.5	-3	0	3
CCCCN1C(=O)C(=O)N(CC(=O)Nc2cc(Cl)ccc2OC)C1=O	-1	0	-5	-1	10	3	10	-1.3	4	8	9
CCOc1ccc(NC(=O)C2CC(=O)N(CCc3ccc(OC)c(OC)c3)C2)cc1OCC (stereo unspecified)	5	6	-3	-1	-16	-2	-3	-0.6	-2	1	8

Ordered by value in Peg3 promoter (high to low): some entries from above.
canonical_smiles,Peg3 promoter
COc1cccc(CC(=O)NCCCSc2ccccc2)c1,-1
COC(OC)c1nc(SCC(=O)Nc2cccc(Cl)c2)ncc1C(=O)O,-2
O=C(NC1CCCC1)c1cc(=O)[nH]c2ccccc12,-17

Next records
SMILES	Peg3 promoter	H9c2 protect	CaV13 FRET inh	NR2E3 ag-1	NR2E3 ag-2	PDI inh	HIF-2a inh	iPSC survival up	m5-HT2A agonist	Shn3 inh set2	MITF TRPM1 inh
Cc1ccccc1NC(=O)Nc1nc(C(N)Cc2ccccc2)cs1 (stereo unspecified)	73*	-3	-6	/	18	-3	-8	-4.3	-4	-4	/
CC1CN(C2CC(C)(C)NC(C)(C)C2)CCC1=O (stereo unspecified)	0	-1	/	-1	-24	-3	8	5.4	4	6	-12
COc1cccc(C(=O)NCC(=O)OCC(=O)c2ccccc2)c1	-26	11	-3	6	-2	1	-31	-1.4	2	-21	-6
CCN(CC)c1cccc(OCC(=O)N2c3ccccc3CC2C)c1 (stereo unspecified)	-49	-14	-5	2	-14	-3	-91	0.9	6	1	-5
COc1ccc(C(=O)Nc2ccc(OCC(=O)N3CCOCC3)cc2)c(OC)c1OC	-17	-2	-8	1	-3	-3	-3	0.0	-6	-7	-4
COc1cc(NC(=O)CCCOc2ccc(Cl)cc2Cl)c(C(=O)O)cc1OC	0	6	-7	0	-27	6	29	-0.1	-4	-4	9
CN(C)c1ccc(Cl)c(NC(N)=S)c1	-42	7	-6	/	-2	11	-51	-0.7	-1	-4	/
COc1cccc(-c2nc(CS(=O)(=O)CC(=O)NC3CCCc4ccccc43)c(C)o2)c1 (stereo unspecified)	27	-6	?	-2	9	/	16	1.1	3	-16	/
C=CCOC(=O)N1CCC2CC1c1cc(-c3cccc(C)c3)ccc12 (stereo unspecified)	-11	-18	-4	/	-36	-4	-12	0.4	5	17	4
O=C(CNC(=O)c1ccc(Br)o1)OCc1ccc(Br)cc1	-10	2	-6	-2	-26	-10	3	0.9	14	1	-7
C=CCN(c1ccc(Cl)cc1)S(=O)(=O)c1cccc(C(=O)O)c1	-2	1	8	1	11	0	11	-0.3	0	11	0
CCOC(=O)Cc1csc(SCn2nnc3ccccc3c2=O)n1	-5	2	/	1	-3	0	-3	1.4	1	-20	5
Cc1cc(C)n(C(=O)c2cc([N+](=O)[O-])cc([N+](=O)[O-])c2)n1	1	4	-4	-1	-15	-1	7	0.4	45*	3	-1
